mHTT-CaM PPI inh = mutant huntingtin-calmodulin interaction inhibitors – biochemical, AlphaScreen, primary screen; P42858; 190,000 tested, 3.6% active; AID 1671202, 2021; AlphaScreen His-mHTT/GST-CaM binding, luminescence; inhibition, % at 15 µM;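 note: 0% = both proteins with DMSO and 100% = one protein alone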
Target sequence (P42858 whole entry, looked up, stated change not applied): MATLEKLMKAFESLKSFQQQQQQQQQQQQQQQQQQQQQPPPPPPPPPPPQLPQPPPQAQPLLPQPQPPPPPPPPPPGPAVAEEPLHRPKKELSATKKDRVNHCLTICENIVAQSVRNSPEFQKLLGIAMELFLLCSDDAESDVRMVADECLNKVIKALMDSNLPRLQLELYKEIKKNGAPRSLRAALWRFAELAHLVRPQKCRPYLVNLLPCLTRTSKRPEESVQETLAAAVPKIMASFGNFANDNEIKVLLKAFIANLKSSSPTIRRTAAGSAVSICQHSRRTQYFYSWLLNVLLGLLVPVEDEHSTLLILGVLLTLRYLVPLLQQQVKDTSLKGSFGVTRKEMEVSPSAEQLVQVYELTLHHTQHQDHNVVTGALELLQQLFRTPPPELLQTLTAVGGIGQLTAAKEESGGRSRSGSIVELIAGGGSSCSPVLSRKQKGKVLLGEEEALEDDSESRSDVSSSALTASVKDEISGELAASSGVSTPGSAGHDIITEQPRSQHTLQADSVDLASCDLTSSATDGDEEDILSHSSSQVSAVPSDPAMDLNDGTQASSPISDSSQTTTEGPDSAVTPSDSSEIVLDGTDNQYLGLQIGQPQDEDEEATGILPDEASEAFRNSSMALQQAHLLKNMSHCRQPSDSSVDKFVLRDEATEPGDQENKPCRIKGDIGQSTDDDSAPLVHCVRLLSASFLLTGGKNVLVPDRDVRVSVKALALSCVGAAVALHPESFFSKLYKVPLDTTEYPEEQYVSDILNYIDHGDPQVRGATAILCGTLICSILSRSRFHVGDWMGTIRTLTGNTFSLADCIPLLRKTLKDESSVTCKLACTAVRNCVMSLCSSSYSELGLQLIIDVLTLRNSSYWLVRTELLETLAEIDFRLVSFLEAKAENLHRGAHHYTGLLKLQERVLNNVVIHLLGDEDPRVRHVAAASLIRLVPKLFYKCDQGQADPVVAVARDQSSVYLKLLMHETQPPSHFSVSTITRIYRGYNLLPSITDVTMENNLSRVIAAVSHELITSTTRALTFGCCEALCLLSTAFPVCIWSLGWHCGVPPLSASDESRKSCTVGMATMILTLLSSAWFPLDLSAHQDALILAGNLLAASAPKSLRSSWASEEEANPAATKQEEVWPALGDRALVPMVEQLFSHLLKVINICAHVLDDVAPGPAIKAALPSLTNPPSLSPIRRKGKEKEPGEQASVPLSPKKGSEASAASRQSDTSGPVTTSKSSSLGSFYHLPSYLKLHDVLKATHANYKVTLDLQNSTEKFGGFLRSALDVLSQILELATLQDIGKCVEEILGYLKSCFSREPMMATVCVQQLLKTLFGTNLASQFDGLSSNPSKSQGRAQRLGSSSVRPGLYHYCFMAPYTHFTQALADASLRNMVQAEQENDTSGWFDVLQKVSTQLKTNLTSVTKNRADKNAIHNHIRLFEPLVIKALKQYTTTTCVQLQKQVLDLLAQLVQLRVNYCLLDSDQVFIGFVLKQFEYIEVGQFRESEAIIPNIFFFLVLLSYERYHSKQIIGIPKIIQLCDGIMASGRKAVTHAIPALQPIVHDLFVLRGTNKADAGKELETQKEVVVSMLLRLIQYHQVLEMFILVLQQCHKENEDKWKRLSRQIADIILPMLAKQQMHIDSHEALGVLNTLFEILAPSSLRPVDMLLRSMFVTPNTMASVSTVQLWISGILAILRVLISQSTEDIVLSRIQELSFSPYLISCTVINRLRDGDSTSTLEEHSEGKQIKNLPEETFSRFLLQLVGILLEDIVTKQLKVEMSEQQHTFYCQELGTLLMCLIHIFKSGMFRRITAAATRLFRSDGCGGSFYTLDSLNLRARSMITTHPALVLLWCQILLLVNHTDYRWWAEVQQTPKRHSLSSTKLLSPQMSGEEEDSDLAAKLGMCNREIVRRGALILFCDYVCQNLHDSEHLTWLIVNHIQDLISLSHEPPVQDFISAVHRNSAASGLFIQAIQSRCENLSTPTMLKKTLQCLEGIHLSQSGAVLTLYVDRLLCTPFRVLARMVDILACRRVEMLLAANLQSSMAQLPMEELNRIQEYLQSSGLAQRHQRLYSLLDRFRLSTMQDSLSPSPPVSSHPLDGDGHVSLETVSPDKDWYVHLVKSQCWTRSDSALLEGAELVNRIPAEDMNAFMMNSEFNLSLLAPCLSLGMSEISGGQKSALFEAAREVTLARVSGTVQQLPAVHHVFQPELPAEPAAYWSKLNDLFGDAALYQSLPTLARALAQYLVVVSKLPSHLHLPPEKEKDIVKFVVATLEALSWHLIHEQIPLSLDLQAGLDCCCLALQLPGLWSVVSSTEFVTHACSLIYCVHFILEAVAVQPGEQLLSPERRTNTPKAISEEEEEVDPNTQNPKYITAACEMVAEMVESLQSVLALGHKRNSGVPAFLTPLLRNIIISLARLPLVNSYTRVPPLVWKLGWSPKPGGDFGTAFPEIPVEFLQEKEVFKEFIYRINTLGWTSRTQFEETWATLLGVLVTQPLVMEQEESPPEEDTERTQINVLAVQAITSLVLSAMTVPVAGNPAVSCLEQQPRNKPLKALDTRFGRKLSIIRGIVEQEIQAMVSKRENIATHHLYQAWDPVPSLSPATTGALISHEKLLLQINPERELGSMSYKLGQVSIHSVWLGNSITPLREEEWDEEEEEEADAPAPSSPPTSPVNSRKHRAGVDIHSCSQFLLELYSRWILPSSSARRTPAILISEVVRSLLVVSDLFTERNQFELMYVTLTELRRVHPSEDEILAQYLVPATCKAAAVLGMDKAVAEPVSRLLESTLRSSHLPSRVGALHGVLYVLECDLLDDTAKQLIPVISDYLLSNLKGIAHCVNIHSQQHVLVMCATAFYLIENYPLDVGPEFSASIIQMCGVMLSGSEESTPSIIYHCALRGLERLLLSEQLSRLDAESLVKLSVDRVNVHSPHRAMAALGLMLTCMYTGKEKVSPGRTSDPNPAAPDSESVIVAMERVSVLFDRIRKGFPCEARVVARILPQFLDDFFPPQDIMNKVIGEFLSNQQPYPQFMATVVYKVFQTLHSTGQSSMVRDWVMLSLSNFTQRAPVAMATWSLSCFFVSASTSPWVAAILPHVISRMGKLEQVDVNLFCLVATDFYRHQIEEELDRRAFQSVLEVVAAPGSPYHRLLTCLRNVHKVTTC
Pf apPOL block = Pf-apPOL inhibitors, biochemical, fluorescence; Plasmodium falciparum apicoplast DNA polymerase (apPOL); Recombinant Pf-apPOL, molecular beacon fluorescence, 1.5 h; inhibition, % at 10 µM; 210,000 tested, 0.25% active
* hit, by the source's call; i = inactive; / = not tested or not shown; & = joins results of further samples. Cut-off read from the data, not from the text of the source: active = inhibition above about 50%; inactive = the rest.

SMILES | Pf apPOL block | mHTT-CaM PPI inh
Cc1cccc(NC(=O)CN2C(=O)NC3(CCCCC3)C2=O)c1C | -6 | 0
COC(=C(Cl)Cl)C(=C1NCCCN1)[N+](=O)[O-] | -4 | -6
CCOCCCNC(=O)C(c1ccccc1)N(Cc1cccs1)C(=O)C1CCC(=O)N1 (stereo not given) | 5 | 1
NS(=O)(=O)c1ccc(CCNC(=O)CC(c2ccccc2)c2ccccc2)cc1 | -5 | 13
O=C(CSc1nnc(NC(=O)c2ccco2)s1)NCc1ccc2c(c1)OCO2 | 3 | -9
CC(NC(=O)Cc1cn(C)c2ncccc12)c1ccc(F)cc1 (stereo not given) | 1 | -4
Cc1ccccc1CNC(=O)C1(C)CCCN(C(=O)Nc2ccccc2C(F)(F)F)C1 (stereo not given) | -2 | -8
c1ccc(C2OCC3OC(c4ccccc4)OC3CO2)cc1 (stereo not given) | 1 | 0
COc1ccc(OCCC(=O)O)cc1 | -3 | /
O=C(NCC(c1ccc2c(c1)OCO2)N1CCN(c2ccccc2F)CC1)C1CC1 (stereo not given) | 0 | -7
N#CC1C2=C(CCCC2)SC1NC(=O)c1cc2ccccc2oc1=O (stereo not given) | 6 | 1
C1CCCC(N2CCC(N3CCCCCC3)CC2)CC1 | -2 | 0
Nc1cc(=O)[nH]c(SCC(=O)c2ccc(F)cc2)n1 | -2 | 3
CCC(C)NC(=O)c1c[nH]n2c(=O)c(Cc3ccccc3Cl)c(C)nc12 (stereo not given) | -4 | 59*
Cn1nc(-c2nc(-c3ccccc3F)no2)c2c1CCN(C(=O)COc1ccccc1)C2 | -2 | 7
O=C(Nc1ccccc1)c1cc(S(=O)(=O)Nc2ccc(Cl)cc2)cs1 | -10 | -1
CCc1ccc(NC(=O)c2cc(S(=O)(=O)NC(C)C)ccc2F)cc1 | -1 | 1
CC1=C(C(=O)Nc2cccc(C(F)(F)F)c2)C2(CCCCC2)OC1=O | -1 | 14
Cc1ccc(-c2nc(-c3cccc(-c4ccn[nH]4)c3)no2)cc1C | -2 | -4
Cc1cccc(N(CC(=O)Nc2ccccc2Cl)S(=O)(=O)c2ccccc2)c1C | -8 | -8
COc1cc(NC(=O)c2cc([N+](=O)[O-])ccc2N2CCN(C)CC2)c2ncccc2c1 | 4 | 9
CN(C(=O)c1ccc(Cn2cc([N+](=O)[O-])cn2)o1)C12CC3CC(CC(C3)C1)C2 | 9 | 14
Cc1ccc(S(=O)(=O)NC(=O)c2ccc(Br)o2)cc1 | -1 | -4
COc1ccc(C/C(N)=N/OC(=O)Cc2ccc(Cl)cc2)cc1 | -1 | i
CC(=O)N1CCC2(CC1)N=C(c1ccccc1)CC(c1cc(Cl)ccc1O)N2 (stereo not given) | 1 | 65*
Cc1ccc(C(=O)C=CNc2ccc(O)cc2)cc1 | 1 | 27
COc1ccc(C(=O)Nc2cccc(-c3nc4ccccc4s3)c2C)cc1[N+](=O)[O-] | -13 | 22
O=C(c1cccnc1)N1CCCC1c1ccccc1F (stereo not given) | -3 | 3
CCOc1ccc2c(=O)c(Oc3ccccc3Br)c(C(F)(F)F)oc2c1 | 1 | -10
CCc1cc2c(=O)c(Oc3ccccc3)c(C(F)(F)F)oc2cc1O | -1&-11 | -3&0
COc1ccccc1NC(=O)c1c(C)oc2c1CCCC2 | 1 | -7
Cn1nccc1-c1nc(-c2ccc(Oc3ccc(Cl)cc3)cc2)no1 | 0 | -32
Cc1cccc(C(=O)NCCC2CCN(C(=O)c3ccc(F)cc3)CC2)c1 | 1 | 9
CCOc1ccc(C2=NC(C(C)C)NC(c3cccc(OCC)c3O)C2)cc1 (stereo not given) | -1 | 8
COc1cc(Cl)ccc1-c1nc(-c2cccc(-c3ccnn3C)c2)no1 | 3 | -19
COc1ccc(-c2cc3ccc(OC(=O)C(C)C)cc3oc2=O)c(OC)c1 | -1 | 78*
O=c1oc(C=Cc2ccco2)nc2ccccc12 | 5 | /
O=[N+]([O-])c1cccc(COc2cccc(CN3CCCCC3)c2)c1 | -7 | 2
NC(=O)c1cccc(N=Cc2ccc([N+](=O)[O-])cc2)c1 | 0 | 22
Oc1ccc(C2=NNC(c3ccc(O)cc3)=NN2)cc1 | -11 | 3
Cc1ccccc1CNC(=O)C1CCN(c2cnc3nccnc3c2)CC1 | 1 | -5
O=C(NCCCN1CCOCC1)C(=O)NC1CC1 | -2 | -6
CC1CCN(c2ccc(CNC(=O)C3CCc4nc(N5CCOCC5)ncc4C3)cc2)CC1 (stereo not given) | -31 | 11
CC1(C)C2CCC1(C(=O)Nc1cccc(C(F)(F)F)c1)C(=O)C2=O (stereo not given) | 0 | 24
CCOC(=O)c1cnn2c1nc(Oc1cc(C(F)(F)F)cc(C(F)(F)F)c1)c1ccccc12 | -3 | /
COc1ccc(NC(=O)CCC2CCN(c3cc(NC4CC4)ncn3)CC2)cc1 | 0 | 9
Cc1ccccc1C(=O)N1CC(C(=O)NC(C)C)C(c2cccc(C(F)(F)F)c2)C1 (stereo not given) | -3 | 17
Cn1ccc2c(-c3ccc(F)nc3)cc3c(c21)C1CCC3O1 (stereo not given) | -4 | -4
Cc1cc(Cl)ccc1S(=O)(=O)N1CCC(c2noc(-c3ccccc3)n2)CC1 | -3 | -1
CCc1nc2c(c(=O)n1CC(=O)NCc1cccc(OC)c1)CN(Cc1ccccc1)CC2 | -1 | 5

New compounds follow:
SMILES | Pf apPOL block | mHTT-CaM PPI inh
COc1cccc(CNS(=O)(=O)c2cc(Br)cc3c2N(C(C)=O)CC3)c1 | -8 | -8
CC(NC(=O)C1CCN(c2cnn(Cc3ccccc3)c(=O)c2)CC1)c1cccs1 (stereo not given) | -3 | 8
Cc1ccccc1C(=O)Nc1cccc(-c2nc3ccccc3o2)c1C | -3 | 1
C1CCN(C2CCN(C3C4CC5CC(C4)CC3C5)CC2)CC1 (stereo not given) | -3 | -2
Cc1ccc(C2Nc3ccccc3NC3=C2C(=O)CC(c2cccs2)C3)cc1 (stereo not given) | 0 | 46
Fc1ccccc1CNc1nnc(-c2nc(C3CC3)no2)c2ccccc12 | -2 | 5
Cc1ccc(C(=O)Nc2ccc([N+](=O)[O-])cc2C)cc1 | 0 | -5
CCn1c(C2CCN(C(=O)Cc3ccccc3Cl)C2)nc2cccnc21 (stereo not given) | -7 | -2
O=C(NCc1ccco1)N1CCC(CCOc2ccccc2)CC1 | -2 | -1
Cc1csc(NC(=O)Nc2ccc(C(C)(C)C)cc2)c1-c1nc2ccccc2s1 | -13 | /
COc1ccc(C(=O)Nc2ccc(Cl)cc2Cl)cc1Br | 1 | -8
O=C(NC1CCCCC1)C1CC(c2ccccc2F)=NO1 (stereo not given) | 3 | -3
CN1CCCN(CC2CC3C=CC2C3)CC1 (stereo not given) | 2 | -2
CN(C)S(=O)(=O)c1ccc(C(=O)Nc2c3c(nn2C(C)(C)C)CS(=O)C3)cc1 (stereo not given) | -78 | -1
COc1ccc(C2CCCN2C(=O)c2cc(C3CCCCC3)no2)cc1 (stereo not given) | 1 | -12
O=C(Nc1nc(-c2cccs2)cs1)c1ccc(N2C(=O)CCC2=O)cc1 | 1 | -3
O=C(CS(=O)(=O)c1ccc(F)cc1)Nc1nc2c(s1)CCc1ccccc1-2 | 7 | -5
COc1cccc(CN=Cc2[nH]c3ccc(Br)c(Cl)c3c2O)c1OC | -3 | 14
CC(C)(O)C#Cc1ccc(C(N2CCOCC2)N2CCOCC2)cc1 | 0 | -5
CCOC(=O)C(C#N)=CNC1CCSC1 (stereo not given) | -13 | /
CCOC(=O)c1ccccc1NC(=O)c1ccc(N2CCCC2)nn1 | -4 | -2
O=C(C(F)F)N(Cc1ccccc1)Cc1ccccc1 | -14 | -2
CN(Cc1cccs1)C(=S)SCCO | / | -27
O=C(NCCc1csc(-c2cccs2)n1)C1CCN(C(=O)CCC2CCCC2)CC1 | -1 | -3
COC(CN(C)S(=O)(=O)c1cc(Br)cc2c1N(C(=O)C1CC1)CC2)OC | -10 | 3

Reformatted with two lines to a compound: 27 of the compounds above.
Results follow in this order: Pf apPOL block | mHTT-CaM PPI inh
Cc1cc(Cl)ccc1S(=O)(=O)N1CCC(c2noc(-c3ccccc3)n2)CC1
→ -3 | -1
CCc1nc2c(c(=O)n1CC(=O)NCc1cccc(OC)c1)CN(Cc1ccccc1)CC2
→ -1 | 5
COc1cccc(CNS(=O)(=O)c2cc(Br)cc3c2N(C(C)=O)CC3)c1
→ -8 | -8
CC(NC(=O)C1CCN(c2cnn(Cc3ccccc3)c(=O)c2)CC1)c1cccs1 (stereo not given)
→ -3 | 8
Cc1ccccc1C(=O)Nc1cccc(-c2nc3ccccc3o2)c1C
→ -3 | 1
C1CCN(C2CCN(C3C4CC5CC(C4)CC3C5)CC2)CC1 (stereo not given)
→ -3 | -2
Cc1ccc(C2Nc3ccccc3NC3=C2C(=O)CC(c2cccs2)C3)cc1 (stereo not given)
→ 0 | 46
Fc1ccccc1CNc1nnc(-c2nc(C3CC3)no2)c2ccccc12
→ -2 | 5
Cc1ccc(C(=O)Nc2ccc([N+](=O)[O-])cc2C)cc1
→ 0 | -5
CCn1c(C2CCN(C(=O)Cc3ccccc3Cl)C2)nc2cccnc21 (stereo not given)
→ -7 | -2
O=C(NCc1ccco1)N1CCC(CCOc2ccccc2)CC1
→ -2 | -1
Cc1csc(NC(=O)Nc2ccc(C(C)(C)C)cc2)c1-c1nc2ccccc2s1
→ -13 | /
COc1ccc(C(=O)Nc2ccc(Cl)cc2Cl)cc1Br
→ 1 | -8
O=C(NC1CCCCC1)C1CC(c2ccccc2F)=NO1 (stereo not given)
→ 3 | -3
CN1CCCN(CC2CC3C=CC2C3)CC1 (stereo not given)
→ 2 | -2
CN(C)S(=O)(=O)c1ccc(C(=O)Nc2c3c(nn2C(C)(C)C)CS(=O)C3)cc1 (stereo not given)
→ -78 | -1
COc1ccc(C2CCCN2C(=O)c2cc(C3CCCCC3)no2)cc1 (stereo not given)
→ 1 | -12
O=C(Nc1nc(-c2cccs2)cs1)c1ccc(N2C(=O)CCC2=O)cc1
→ 1 | -3
O=C(CS(=O)(=O)c1ccc(F)cc1)Nc1nc2c(s1)CCc1ccccc1-2
→ 7 | -5
COc1cccc(CN=Cc2[nH]c3ccc(Br)c(Cl)c3c2O)c1OC
→ -3 | 14
CC(C)(O)C#Cc1ccc(C(N2CCOCC2)N2CCOCC2)cc1
→ 0 | -5
CCOC(=O)C(C#N)=CNC1CCSC1 (stereo not given)
→ -13 | /
CCOC(=O)c1ccccc1NC(=O)c1ccc(N2CCCC2)nn1
→ -4 | -2
O=C(C(F)F)N(Cc1ccccc1)Cc1ccccc1
→ -14 | -2
CN(Cc1cccs1)C(=S)SCCO
→ / | -27
O=C(NCCc1csc(-c2cccs2)n1)C1CCN(C(=O)CCC2CCCC2)CC1
→ -1 | -3
COC(CN(C)S(=O)(=O)c1cc(Br)cc2c1N(C(=O)C1CC1)CC2)OC
→ -10 | 3

2 of the compounds above, with two lines to a compound:
Results follow in this order: Pf apPOL block	mHTT-CaM PPI inh
CC(C)(O)C#Cc1ccc(C(N2CCOCC2)N2CCOCC2)cc1
→ 0	-5
CCOC(=O)C(C#N)=CNC1CCSC1 (stereo not given)
→ -13	/

Following part
SMILES | Pf apPOL block | mHTT-CaM PPI inh
O=C(NC1CC1)C1CCC(c2cccc(C(F)(F)F)c2)N(C(=O)C2CC2)C1 (stereo not given) | 0 | 3
CCN(CC)C1C(=O)Nc2ccc(Cl)cc2C1c1ccccc1 (stereo not given) | 7 | 95*
Cc1ccccc1OCC1CNC(=O)O1 (stereo not given) | 10 | 1
C=CCOc1ccc(-c2nn(-c3ccccc3)cc2/C=c2\sc3ncnn3c2=O)cc1C | 2 | 4
CCOc1ccc(-n2ccn3cc(-c4cccs4)nc3c2=O)cc1 | -1 | 0
CN(C)S(=O)(=O)Nc1cccc([N+](=O)[O-])c1 | / | -5
CC(C)(C)OC(=O)NCC12C=CC(O1)C1C(=O)N(Cc3ccccc3)C(=O)C12 (stereo not given) | -9 | -5
COCCNS(=O)(=O)c1cc(-c2nn(C)c(=O)c3ccccc23)ccc1C | -5 | 0
COC(=O)C1SCCN1C(=O)c1cc(-c2ccc(Cl)cc2)oc1C (stereo not given) | 4 | /
CC(=O)Nc1cc(N2CC(C)CC(C)C2)c(F)cc1[N+](=O)[O-] (stereo not given) | -2 | /
COc1cc(OC)cc(C(=O)NCCNC(=O)c2ccccc2)c1 | 2 | 1
O=C(Nc1ccc(N2CCCCS2(=O)=O)cc1)c1ccccc1[N+](=O)[O-] | 5 | -1
N#Cc1ccc(N2CCN(S(=O)(=O)c3cccc4nonc34)CC2)cc1 | -11 | /
O=C(NCc1csc(-c2cccs2)n1)C1CCN(C(=O)c2ccco2)CC1 | -2 | 10
O=C(c1ccccc1)n1ccc(-c2cccs2)n1 | -3&2 | /
COc1ccc(C2C(C(=O)Nc3cc([N+](=O)[O-])ccc3OC)c3ccccc3C(=O)N2C)cc1 (stereo not given) | -2 | 12
O=C(Nc1cc(Cl)ccc1O)c1sc2cc([N+](=O)[O-])ccc2c1Cl | -3 | 5
COc1ccc(OC)c(COCC(O)CSc2ccccn2)c1 (stereo not given) | -5 | -10
O=C1CCC(=O)N1CC(=O)N1CCCc2ccccc21 | 0 | 18
Brc1cnc(N2CCN(C(c3ccccc3)(c3ccccc3)c3ccccc3)CC2)nc1 | -7 | /

Bioassay records deposited in PubChem BioAssay by University of Kansas High Throughput Screening Laboratory.
